S2 tox: reduces viability in counter-screen for ATXN expression inhibitors; S2 cells (HEK-293 line with an ATXN2-luciferase reporter) viability, CellTiter-Fluor protease fluorescence, 24 h; Potency, µM (doses to about 56.7 µM), usual class: cytotoxic; hit rate 0.49% among 400,000; further: potency means the concentration at half of the fitted maximal effect; nearly all actives have a fitted effect of over 40% in size
HT1080 IDH1KD tx: HT-1080 IDH1 knockdown cell toxicity (counter line); HT-1080 IDH1 knockdown viability, ATP luminescence, 48 h; Potency, µM (titrated, usually from 46.1 µM), for the others: at the top dose activity, negative = toxicity, hits mostly cytotoxic; hit rate 2% among 360,000;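 further: potency means the concentration at half of the fitted maximal effect; 0% = DMSO wells and -100% = cell-free medium wells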
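After a 2 h attachment period, IDH1KD HT-1080 cells took pin-transferred compound for 48 h at 37 °C; ATP-based luminescence after 10 min room-temperature reagent incubation reported viability.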
KB-V1 cytotox: kills drug-selected multidrug resistant KB-V1 cells; KB-V1 MDR cells viability, CellTiter-Glo, 72 h; Potency, µM (titrated, usually from 46.1 µM), for the others: at the highest dose activity change, negative = cytotoxicity, most hits filed as cytotoxic; hit rate 3.4% among 400,000; AID 1347076; further: potency means the concentration at half of the fitted maximal effect; on the % scale 0 is the no-effect control and ±100 the full control effect; nearly all actives have a fitted effect of over 60% in size
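Cells of the MDR subline KB-V1 are plated, dosed with compound at multiple concentrations, and incubated 72 h at 37 degrees C; CellTiter-Glo is then added and luminescence read after 10 min.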
ATXN2 expr inh: ATXN2 expression inhibition | HEK-293 ATXN2-luciferase reporter, luminescence, 24 h | Potency, µM (highest dose often 57 µM), for inactives: at the highest dose activity change, negative = inhibition, actives largely listed as inhibitors | hit rate 0.72% among 360,000; further: potency means the concentration at half of the fitted maximal effect; on the % scale 0 is the no-effect control and ±100 the full control effect; nearly all actives have a fitted effect of over 55% in size
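qHTS (up to 57 uM final) was run with 24 h compound exposure of reporter cells at 37 °C. Each well was multiplexed: SteadyGlo luminescence measured ATXN2-luciferase expression after a fluorogenic Gly-Phe-AFC viability readout (25 uM final).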
HT1080-NT tox: kills 2HG-producing HT-1080-NT fibrosarcoma cells; HT-1080-NT fibrosarcoma viability, CellTiter-Glo ATP luminescence, 48 h; hit rate 1.6% among 360,000; Potency, µM (doses to about 46.1 µM), for the others: at the top dose activity, negative = less viability, hits mostly cytotoxic;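 further: NT is the 2HG producing partner of a matched IDH1 knockdown line; potency means the concentration at half of the fitted maximal effect; 0% = DMSO-treated cells and -100% = media-only wells without cells; nearly all actives have a fitted effect of over 55% in size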
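Luminescent CellTiter-Glo readout after 48 hours of compound exposure at 37 degrees C defined viability of HT-1080-NT cells. Activity was normalized to DMSO wells and cell-free media wells; concentration-response curves were fitted and assigned curve classes.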
KB-3-1 cytotox: KB-3-1 parental cell cytotoxicity; KB-3-1 viability, CellTiter-Glo ATP luminescence, 72 h; Potency, µM (highest dose often 46.1 µM), for inactives: at the highest dose activity change, negative = cytotoxic, usual class: cytotoxic; hit rate 1.4% among 400,000; AID 1347075; further: potency means the concentration at half of the fitted maximal effect; on the % scale 0 is the no-effect control and ±100 the full control effect; nearly all actives have a fitted effect of over 60% in size
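Cytotoxicity in the drug-sensitive parental line KB-3-1 was scored as loss of CellTiter-Glo luminescence following 72 h incubation with compound. Values come from curve fitting of normalized concentration-response data.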
SW480 rerep: inducers of DNA re-replication in SW480 colon cancer cells; SW480 DNA re-replication, Hoechst DNA content imaging, 48 h; Potency, µM (highest dose often 46.1 µM), for the others: top-dose re-replication activation, most hits filed as activators; hit rate 1.8% among 340,000; further: potency means the concentration at half of the fitted maximal effect; % of control where 0% means no effect; nearly all actives have a fitted effect of over 55% in size
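Treated cells incubate 48 hr (37 C, 5% CO2), are stained 40 min with Hoechst, and nuclear fluorescence is enumerated; a rise in nuclei with high DNA signal marks re-replication.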
IL-1B inflam inh: blocks inflammasome-driven IL-1 beta release; THP-1 LPS/ATP IL-1B secretion, AlphaLISA, 16 h; stronger effect = lower value; activity change, % at 57.5 µM; hit rate 4.7% among 360,000; AID 743279; in the data active means activity change below about -50%; inconclusive means mostly about -30% to -49%; further: on the % scale 0 is the no-effect control and ±100 the full control effect
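Secreted IL-1B measured by AlphaLISA bead assay after 16 h compound exposure of THP-1 cells; compounds (final up to 57.5 uM) added 1 h before LPS (250 ng/mL) and ATP (1.25 mM) stimulation; lower signal means less secretion.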
MCF10A rerep: induces DNA re-replication in MCF 10a normal breast cells; MCF 10A DNA re-replication, Hoechst nuclear intensity, 48 h; Potency, µM (series often up to 46.1 µM), for inactives: at the top dose activity, positive = re-replication, actives largely listed as activators; hit rate 2.9% among 350,000; further: potency means the concentration at half of the fitted maximal effect; % of control where 0% means no effect; nearly all actives have a fitted effect of over 50% in size
Starred values were filed as active, the others as inactive; i = inactive; u = inconclusive; x = no result given; [ ] = another dose, or the depositor's remark. Unless noted, the call rests on the fitted dose curve; in most records, active means well fitted curve in the direction sought with a large enough effect; inconclusive means small, poorly fitted or top-dose-only effect, or another doubt; inactive means no such curve, though single readings can be large; an effect the other way counts as inactive or inconclusive.

SMILES | S2 tox | HT1080 IDH1KD tx | KB-V1 cytotox | ATXN2 expr inh | HT1080-NT tox | KB-3-1 cytotox | SW480 rerep | IL-1B inflam inh | MCF10A rerep
Cn1c(CSCc2ccc(Cl)c(Cl)c2)n[nH]c1=S | u | -3% | 2% | -21% | 7% | 9% | 2% | -5 | 8%
CCn1c2c(c(=O)n3ncc(C(=O)N4CCN(c5ccccc5)CC4)c13)CN(Cc1ccc(OC)cc1)CC2 | i | x | -28% | -2% | x | -2% | x | x | x
Cc1ccc(OCCNC(=O)c2ccc(NC(=O)CC3SC(N4CCCC4)=NC3=O)cc2)cc1 (stereo unspecified) | i | -11% | 16% | -4% | -2% | 0% | 0% | 23 | 5%
O=C(c1cccc(S(=O)(=O)Nc2ccccc2Cl)c1)N1CCCCCC1 | i | 3% | 18µM* | 5% | -4% | 3% | 3% | 27 | 8%
Cc1ccc(S(=O)(=O)Nc2ccc3nc(-c4cccn4C)[nH]c3c2)cc1 | u | 1% | -24% | -13% | 7% | u | -4% | -50* | 14%
CCCc1cc(=O)oc2c(C)c(OCC(=O)N3CCC(C(=O)O)(c4ccccc4)CC3)ccc12 | i | 4% | 15% | 3% | 3% | 0% | -4% | 14 | u
COc1cccc(/C=C2\SC(=S)N(CC(=O)N(C)C3CCS(=O)(=O)C3)C2=O)c1 (stereo unspecified) | x | 9% | 11% | -23% | 13% | -5% | u | 0 | u
CCOC(=O)c1c(C)nc2c(c1-c1ccc(OC)cc1)C(=O)CC(C)(C)C2 | i | 3% | u | -7% | 8% | -20% | 3% | -14 | u
Cc1ccccc1N(Cc1ccccc1F)S(C)(=O)=O | i | -18% | u | -12% | 8% | -8% | 1% | 12 | -2%
CCN(Cc1ccccc1)C(=O)CCS(=O)(=O)c1cc(Br)cc2c1N(C(=O)C1CC1)CC2 | i | x | -13% | -3% | x | 4% | x | x | x
C[C@]12c3[nH]c4cc(-c5ccco5)ccc4c3CCN1C(=O)[C@@H](CC(=O)NCCc1ccccn1)C[C@@H]2C(=O)N1CCCCC1 | i | -10% | -2% | -23% | -5% | -6% | 17% | -108* | u
COc1cc(OC)c2c(-c3cccc(-c4ccc(C#N)cc4)c3)cc(=O)oc2c1 | i | -19% | u | 3% | u | -3% | u | 58 | u
Cc1cccc(N(C)C(=O)Cn2cnc3nc4c(cc3c2=O)CCCC4)c1 | i | x | -1% | -6% | x | -2% | x | x | x
CC(=O)c1cccc(NC(=O)c2sc3nc4c(cc3c2N)CCCC4)c1 | u | x | -17% | 1% | x | -4% | x | x | x
Cc1nc(C(=O)Nc2ccc(Cl)cc2)sc1C1(C)CC(c2cccc([N+](=O)[O-])c2)=NO1 (stereo unspecified) | i | -12% | 16% | 0% | 5% | 14% | 5% | -6 | 13%
NC(=O)c1ccc(N2CCCCC2)c(N2C(=O)CCC2=O)c1 | i | -2% | 1% | -2% | -1% | 0% | 1% | 3 | 0%
COc1cccc(/C=C/c2nc(C#N)c(NCCc3ccc(OC)c(OC)c3)o2)c1 | i | x | -6% | u | x | 1% | x | x | x
O=C(CSCc1nc2c(nnn2Cc2ccc(F)cc2)c(=O)[nH]1)Nc1cccc(C(F)(F)F)c1 | i | -17% | 3% | -21% | -22% | 5% | 1% | 31 | 3%
O=C(CSc1ccc(-c2ccccc2)nn1)NC1CCCC1 | i | -1% | 0% | -3% | -2% | 5% | 2% | 0 | 1%
COc1ccc(NC(=O)c2cc(S(=O)(=O)N3CCc4ccccc43)cn2C)cc1OC | i | -13% | 0% | 4% | -20% | 2% | -1% | 16 | -3%
COc1cccc(NC(=O)N2CCC(NC(=O)C(Cc3cccc(C)c3)NC(C)=O)CC2)c1 (stereo unspecified) | i | 1% | u | -11% | -13% | 2% | -10% | 27 | 1%
Cn1c(N)cc(=O)n(C)c1=S | i | 19% | 10% | 7% | 12% | 8% | -6% | 19 | 1%
CCOC(=O)c1oc2cc(O)c(CC)cc2c(=O)c1-c1ccc2c(c1)OCCO2 | i | 3% | -2% | -11% | -18% | 2% | 2% | -14 | 9%
CC(Oc1ccccc1)C(=O)OCc1cc(=O)n2nc(C(C)C)sc2n1 (stereo unspecified) | i | x | u | 6% | x | 11% | x | x | x
CC1CCCCN1c1cc(C#N)c(C#N)cc1[N+](=O)[O-] (stereo unspecified) | i | 26% | -23% | -6% | 5% | -5% | -17% | -6 | -19%
CC(C)CN(Cc1cc(=O)oc2cc(-c3ccccc3)c(O)cc12)CC(C)C | i | u | -18% | -10% | 26µM* | u | 14% | 8 | u
Cn1nnnc1SCC(=O)N1CCOCC1 | u | 8% | 11% | 9% | 12% | 4% | -3% | -1 | -1%
Cc1cc(=O)[nH]c(SCc2nc3ccccc3n2Cc2ccccc2)n1 | i | u | -7% | 2% | -15% | -25% | u | 18 | u
COc1ccc(-c2cccc(NS(=O)(=O)c3ccccc3[N+](=O)[O-])c2)nn1 | i | -18% | -25% | 5% | -18% | -25% | u | 37 | 2%
Cc1ccc(-c2nc(NC(=O)c3ccc(S(=O)(=O)N(CCC#N)CCC#N)cc3)sc2-c2ccccc2)cc1 | i | 1% | 4% | -13% | -3% | -3% | 2% | 12 | 12%
Cc1ccc(S(=O)(=O)NCC(c2ccco2)N2CCc3ccccc32)cc1 (stereo unspecified) | i | -4% | u | -15% | -10% | -14% | -411%[inhibitor] | u | u
O=C(O)c1ccc(/C=N/Nc2ccc(C(F)(F)F)cn2)cc1 | i | -18% | 2% | 65%[activator] | -21% | -12% | 5.8µM* | 20 | 12µM*
COc1ccc(CCn2c(=N)c(S(=O)(=O)c3ccc(C)cc3)cc3c(=O)n4ccccc4nc32)cc1 | i | -1% | -4% | x | -7% | 1% | -1% | -3 | 2%
O=C(CCc1nc2ccccc2c(=O)[nH]1)NNC(=O)c1ccc(Cl)cc1 | i | 1% | 6% | -9% | -7% | 11% | -2% | 16 | 0%
Cc1ccc(/C=c2\sc3nc(-c4ccccc4Br)nn3c2=O)o1 | i | 10% | 12% | -2% | 10% | -2% | -1% | 2 | 0%
COc1cccc(NC(=O)Cn2cc(C#N)c3ccccc32)c1 | i | -4% | -10% | -8% | -9% | -4% | -3% | 38 | 0%

Record cards (already shown). Order of values: S2 tox, HT1080 IDH1KD tx, KB-V1 cytotox, ATXN2 expr inh, HT1080-NT tox, KB-3-1 cytotox, SW480 rerep, IL-1B inflam inh, MCF10A rerep
O=C(O)c1ccc(/C=N/Nc2ccc(C(F)(F)F)cn2)cc1 is entered as i, -18%, 2%, 65%[activator], -21%, -12%, 5.8µM*, 20, 12µM*
Cc1ccc(S(=O)(=O)NCC(c2ccco2)N2CCc3ccccc32)cc1 (stereo unspecified) is entered as i, -4%, u, -15%, -10%, -14%, -411%[inhibitor], u, u
Cn1nnnc1SCC(=O)N1CCOCC1 is entered as u, 8%, 11%, 9%, 12%, 4%, -3%, -1, -1%
CC1CCCCN1c1cc(C#N)c(C#N)cc1[N+](=O)[O-] (stereo unspecified) is entered as i, 26%, -23%, -6%, 5%, -5%, -17%, -6, -19%
COc1ccc(CCn2c(=N)c(S(=O)(=O)c3ccc(C)cc3)cc3c(=O)n4ccccc4nc32)cc1 is entered as i, -1%, -4%, x, -7%, 1%, -1%, -3, 2%

The results go on:
SMILES | S2 tox | HT1080 IDH1KD tx | KB-V1 cytotox | ATXN2 expr inh | HT1080-NT tox | KB-3-1 cytotox | SW480 rerep | IL-1B inflam inh | MCF10A rerep
COCCn1c(CN2CCN(c3ccc(OC)cc3)CC2)nc2c1c(=O)n(C)c(=O)n2C | x | 4% | u | x | 6% | -3% | -21% | 13 | -2%
S=C(NCc1ccco1)N1CCN(c2nc(-c3ccc(Cl)cc3)cs2)CC1 | i | u | -22% | u | u | u | 4% | -61* | 11%
Cc1onc(-c2c(F)cccc2Cl)c1C(=O)NCC1COc2ccccc2O1 (stereo unspecified) | i | -1% | -14% | -11% | -3% | 0% | 4% | -12 | 22%
COC(=O)C(Cc1ccc(OC(=O)c2ccccc2Cl)cc1)N1Cc2ccccc2C1=O (stereo unspecified) | i | -17% | u | 34%[activator] | -12% | -2% | -1% | -13 | -11%
CC(C)Oc1ccc(CNC(=O)C2CCN(c3nc4ccccc4n(C)c3=O)CC2)cc1 | i | x | -4% | 0% | x | -6% | x | x | x
CCOc1ccccc1NC(=O)CN1C(=O)COc2ccccc21 | x | 7% | -25% | x | -1% | 2% | -1% | -8 | -1%
O=C(NC1(C(F)(F)F)NC(=O)N(C2CCCCC2)C1=O)c1cccs1 (stereo unspecified) | i | -2%[9.24 µM] | -1% | -2% | -27% | -10% | 10% | -1 | 3%
CCOCCOC(=O)c1cccc(NC(=O)OCC)c1 | i | 4% | -2% | 6% | 4% | 7% | -1% | 4 | 10%
CCN(CC)S(=O)(=O)c1ccc(C(=O)NCc2n[nH]c(=S)n2-c2ccc(Cl)c(Cl)c2)cc1 | i | 3% | 1% | 16% | 2% | -1% | 12% | 41 | 10%
CCN1CCN(CC(=O)Nc2ccc(C)c(Br)c2)CC1 | u | 4% | 12% | x | -16% | 4% | 2% | -2 | -14%
Cn1ccnc1SCC(=O)Nc1ccc2nc(SCC(=O)NC3CC3)sc2c1 | i | -1%[9.24 µM] | -27% | 34%[activator] | 0% | 3% | -2% | -24 | 5%
Cc1nc(N/N=C/c2cccnc2)cc(N2CCOCC2)n1 | i | 0% | -4% | x | -5% | -1% | x | -64* | x

In the list so far, two contain a thiophene ring, fused or not.
SMILES | S2 tox | HT1080 IDH1KD tx | KB-V1 cytotox | ATXN2 expr inh | HT1080-NT tox | KB-3-1 cytotox | SW480 rerep | IL-1B inflam inh | MCF10A rerep
CC(=O)c1cccc(NC(=O)c2sc3nc4c(cc3c2N)CCCC4)c1 | u | x | -17% | 1% | x | -4% | x | x | x
O=C(NC1(C(F)(F)F)NC(=O)N(C2CCCCC2)C1=O)c1cccs1 (stereo unspecified) | i | -2%[9.24 µM] | -1% | -2% | -27% | -10% | 10% | -1 | 3%
